Vif-A3G inh: blocks the Vif interaction with human APOBEC3G; Q9HC16; HeLa A3G-eYFP + Vif (tagged APOBEC3G with the HIV-1 protein that degrades it), YFP fluorescence, overnight; Potency, µM (doses to about 46.1 µM), for the others: at the top dose activity, negative = active, actives largely listed as inhibitors; 410,000 compounds, 0.076% hits; AID 602310;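 note: % is set by controls: 0 for no effect and ±100 for the full control effect; nearly all actives have a fitted effect of over 60% in size; hits raise eYFP signal because A3G escapes Vif-driven loss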
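HeLa cells stably expressing Vif and C-terminally eYFP-tagged A3G, seeded overnight at 37 deg C, then exposed to compound by pintool overnight at 37 deg C. Rise in yellow fluorescence (Ex 488/Em 500-530, Acumen) marks blocked Vif-driven A3G degradation.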
ALOX12 inh: inhibitors of human 12S-lipoxygenase ALOX12 | P18054 | purified 12hLO, xylenol orange hydroperoxide absorbance | Potency, µM (top dose mostly 108 µM), without a hit: at the top dose activity change, negative = inhibition, hits mostly inhibitors | 580,000 compounds, 1.1% hits | AID 1671190; note: % is set by controls: 0 for no effect and ±100 for the full control effect
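Purified human 12hLO (150 nM final) in 25 mM Hepes, 0.01% Triton X-100, pH 7.0 was preincubated 15 min at room temperature with compound. Then 40 uM arachidonic acid was added, 30 min. Hydroperoxide was read by Fe-XO absorbance ratio 573/405 nm.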
USP1-UAF1 inh: inhibitors of human USP1/UAF1 deubiquitinase | O94782 | recombinant USP1/UAF1, Ub-Rhodamine cleavage fluorescence | Potency, µM (doses to about 57.1 µM), without a hit: at the highest dose activity change, negative = inhibition, usual class: inhibitors | 390,000 compounds, 0.23% hits; note: % is set by controls: 0 for no effect and ±100 for the full control effect; nearly all actives have a fitted effect of over 60% in size; inactives centre near -12
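1 nM enzyme complex + cpd, 15 min RT; start with Ub-Rho 150nM final; kinetic fluorescence ex 480/em 540, 6 reads q60 s. Buffer 50mM HEPES pH 7.8, 0.5mM EDTA, 0.1 mg/ml BSA, 1mM TCEP, 0.01% Tween-20.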
Vif-A3F inh: inhibitors of Vif-A3F interaction. HeLa A3F-eYFP + Vif (tagged APOBEC3F with the HIV-1 protein that degrades it), YFP fluorescence increase. Potency, µM (top dose mostly 46.1 µM), for the others: at the top dose activity, negative = active. 390,000 compounds, 0.2% hits; note: % of control where 0% means no effect; nearly all actives have a fitted effect of over 65% in size
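HeLa cells stably expressing A3F-eYFP plus Vif, plated and incubated overnight at 37 deg C, then exposed to compounds overnight at 37 deg C. Blocked degradation read as raised yellow fluorescence (Ex 488/Em 500-530).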
IDH1 R132H inh: blocks human mutant IDH1 R132H enzyme; O75874; IDH1-R132H enzyme, NADPH consumption, diaphorase/resazurin fluorescence; Potency, µM (titrated, usually from 76.6 µM), for inactives: top-dose activity change, negative = inhibition, usual class: inhibitors; 390,000 compounds, 0.093% hits; AID 602179; note: % is set by controls: 0 for no effect and ±100 for the full control effect; nearly all actives have a fitted effect of over 65% in size
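IDH1-R132H (0.5 ug/mL) preincubated 30 min with compound, then NADPH (0.016 mM) and alpha-KG (2 mM) added; 80 min at RT, pH 7.5. Remaining NADPH coupled via diaphorase/resazurin to fluorescence (540/590 nm); concentration-response curves normalized to no-enzyme control.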
rTrxR1 inhibitor: inhibitors of rat thioredoxin reductase 1; O89049; recombinant rTrxR1, NADPH fluorescence consumption, selenite substrate; Potency, µM (series often up to 114 µM), for the others: top-dose activity change, negative = inhibition, most hits filed as inhibitors; 390,000 compounds, 1% hits; note: % is set by controls: 0 for no effect and ±100 for the full control effect; nearly all actives have a fitted effect of over 65% in size
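Rat TrxR1 (90 nM in the dispensed reagent) was pre-reduced with 400 uM NADPH for 5 min at room temperature, then incubated with compound for 15 min. After 400 uM selenite was added, NADPH fluorescence (Ex 340/Em 450 nm) was followed for 8 min.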
RXFP1 ag: agonists of human relaxin receptor RXFP1; HEK293T-RXFP1 cAMP TR-FRET, 30 min; response scale: percent of porcine relaxin response, buffer zero; 370,000 compounds, 0.3% hits; Q9HBX9; Potency, µM (titrated, usually from 57.5 µM), for the others: at the top dose activation, usual class: activators; note: % is set by controls: 0 for no effect and ±100 for the full control effect; nearly all actives have a fitted effect of over 60% in size; many of its hits are not listed in these tables
Target sequence (Q9HBX9 whole entry, looked up): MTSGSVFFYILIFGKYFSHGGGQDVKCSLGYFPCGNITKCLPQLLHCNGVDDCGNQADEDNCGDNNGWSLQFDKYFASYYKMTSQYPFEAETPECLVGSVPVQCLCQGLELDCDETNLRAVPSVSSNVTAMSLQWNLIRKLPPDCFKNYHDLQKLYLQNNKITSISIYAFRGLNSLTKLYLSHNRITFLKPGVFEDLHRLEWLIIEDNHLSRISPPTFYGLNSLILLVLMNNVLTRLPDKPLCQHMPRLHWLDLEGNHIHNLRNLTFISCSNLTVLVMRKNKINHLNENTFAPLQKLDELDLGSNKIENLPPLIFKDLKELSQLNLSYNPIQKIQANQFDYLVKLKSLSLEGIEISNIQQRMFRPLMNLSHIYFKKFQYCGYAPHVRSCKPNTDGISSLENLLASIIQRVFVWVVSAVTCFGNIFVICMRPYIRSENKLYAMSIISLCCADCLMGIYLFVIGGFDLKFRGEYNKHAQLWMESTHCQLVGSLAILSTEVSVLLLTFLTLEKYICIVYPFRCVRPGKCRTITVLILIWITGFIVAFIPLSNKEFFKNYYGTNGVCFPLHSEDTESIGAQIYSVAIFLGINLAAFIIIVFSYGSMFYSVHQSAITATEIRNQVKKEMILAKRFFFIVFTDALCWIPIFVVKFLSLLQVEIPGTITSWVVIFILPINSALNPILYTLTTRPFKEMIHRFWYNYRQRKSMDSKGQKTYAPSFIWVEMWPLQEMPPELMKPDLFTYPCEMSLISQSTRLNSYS
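Agonist response is measured as cAMP accumulation in an RXFP1-transfected HEK293T line under PDE4 inhibition. Values are scaled between buffer-only and 29 nM porcine relaxin, and EC50s come from standard Hill equation fits.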
TrxR1 substrate: is turned over as a substrate by rat TrxR1. O89049. purified TrxR1 substrate turnover, NADPH consumption readout. Potency, µM (top dose mostly 114 µM), inactives show top-dose activity change, negative = substrate turnover. 390,000 compounds, 0.01% hits; note: % is set by controls: 0 for no effect and ±100 for the full control effect; nearly all actives have a fitted effect of over 50% in size
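Rat TrxR1, dispensed at 90 nM, was prereduced with 400 uM NADPH (final) for 5 min at ~22 deg C, then incubated with compound 15 min before 400 uM selenite. A first-read NADPH fluorescence drop versus no-compound background flagged substrates.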
RGS4 inhibitor: inhibitors of human regulator of G protein signaling 4 | P49798 | Transcreener GDP fluorescence polarization, RGS4-accelerated GTP hydrolysis | Potency, µM (doses to about 114 µM), without a hit: at the highest dose activity change, negative = inhibition, hits mostly inhibitors | 390,000 compounds, 0.039% hits | AID 504845; note: % is set by controls: 0 for no effect and ±100 for the full control effect; nearly all actives have a fitted effect of over 75% in size; some results filed as inactive show a strong effect at the top dose
Target sequence (P49798 whole entry, looked up): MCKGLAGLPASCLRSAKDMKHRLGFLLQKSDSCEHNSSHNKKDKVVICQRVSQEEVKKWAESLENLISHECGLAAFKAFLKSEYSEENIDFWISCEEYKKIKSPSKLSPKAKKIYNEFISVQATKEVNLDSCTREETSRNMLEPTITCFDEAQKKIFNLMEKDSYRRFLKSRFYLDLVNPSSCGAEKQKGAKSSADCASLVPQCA
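MLSMR compounds (23 nl, pin-transferred) preincubated 10 min at room temperature with a 500nM (2x) first reagent, then RGS4 at 900nM (2x) plus Transcreener GDP mix added; fluorescence polarization (620/688 nm) read before and after 90 min at 30 °C.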
Starred values were filed as active, the others as inactive; ? = inconclusive; . = no result given; & = joins results of further samples; [ ] = another dose, or the depositor's remark. Calls come from the whole dose curve; as a rule, active = well fitted curve in the direction sought with a large enough effect; inconclusive = small, poorly fitted or top-dose-only effect, or another doubt; inactive = no such curve, though single readings can be large; an effect the other way counts as inactive or inconclusive. Potency is the fitted concentration of half-maximal effect.

No. | canonical_smiles | Vif-A3G inh | ALOX12 inh | USP1-UAF1 inh | Vif-A3F inh | IDH1 R132H inh
1 | COc1cccc(C(=O)NNC(=O)/C=C/c2ccccc2)c1 | 2% | 9% | -7% | -16% | -8%
2 | O=C(CC(c1ccccc1)c1ccccc1)N1CCN(c2ccccn2)CC1 | 2% | 5% | -4% | 5% | 4%
3 | Cc1[nH]c2ccccc2c1/C=N/Nc1cccc(C(=O)O)c1 | -3% | ? | -23% | 11% | -11%
4 | CC1(C)OC(=O)C(=CNc2ccccc2)C(=O)O1 | 1% | -5% | -12% | 1% | -4%
5 | COc1ccc2[nH]cc(C(=O)CN3CC(C)CC(C)C3)c2c1 (stereo not given) | -1% | ? | -4% | -16% | 9%
6 | CC(C)c1ccc(C2(C)NC(=O)N(CC(=O)NCC3COc4ccccc4O3)C2=O)cc1 (stereo not given) | 2% | ? | -22% | 0% | 8%
7 | CCCN1CCC(NC(=S)Nc2ccc([N+](=O)[O-])cc2)CC1 | 5% | ? | -7% | 0% | -2%
8 | COc1cc(NC(=O)CN2C(=O)COc3ccccc32)cc(OC)c1 | -6% | 11% | -9% | -20% | 0%
9 | COc1cccc(-c2cc(C(F)(F)F)n3ncc(C(=O)OC(C)C)c3n2)c1 | 6% | 0% | -10% | -6% | -12%
10 | CSCCC(NC(=O)COc1ccccc1)C(=O)N(C)CC(=O)Nc1ccc(C)cc1 (stereo not given) | 0% | 48%[activator] | -3% | -15% | 1%

No. | rTrxR1 inhibitor | RXFP1 ag | TrxR1 substrate | RGS4 inhibitor
1 | 17% | 0.7% | -2% | 3%
2 | 4%[57.1 µM] | -0.4% | -4% | 2%
3 | ? | 0.2% | -2% | 20%
4 | -17% | -0.4% | -17% | 9%
5 | 9%[57.1 µM] | 1.4% | -19%[57.1 µM] | 10%
6 | -2% | -1.8% | -8% | -2%
7 | -18% | -0.9% | -7% | 3%
8 | 11% | . | -1% | 21%
9 | 8% | 18% | 47%[activator] | 12%
10 | -2% | 1.4% | -12% | 5%

Next results follow:
No. | canonical_smiles | Vif-A3G inh | ALOX12 inh | USP1-UAF1 inh | Vif-A3F inh | IDH1 R132H inh
11 | C/C(=N/NS(=O)(=O)c1ccc(C)c(C)c1)c1c[nH]c2ccccc12 | -6% | -6% | -18% | -5% | 5%
12 | O=C(CN1C(=O)CSc2ccc(S(=O)(=O)N3CCCC3)cc21)NCc1ccccc1Cl | 4% | -14% | -16% | 11% | ?
13 | O=C1c2cccnc2Oc2ccc(Cl)cc2N1Cc1ccc(F)cc1 | -9% | -29% | -18% | -13% | -5%
14 | NC(=O)c1ncc(C(F)(F)F)cc1Oc1cccc(F)c1 | 2% | 190%[activator] | -9% | -10% | 6%
15 | Cc1ccc(C(=O)NCC(=O)OCn2nnc3ccccc3c2=O)cc1 | -3% | 5% | -15% | 4% | 7%
16 | Clc1ccc(-c2nnc3c4ccccc4nc(N4CCOCC4)n23)cc1Cl | -8% | 0% | -4% | 3% | -2%
17 | Cn1c(C(=O)N2CCC(C(=O)N3CCN(c4ccccc4)CC3)CC2)cc2sccc21 | 1% | 2% | -4% | 13% | 1%
18 | CC(C)c1ccc(OCC(=O)NCCS(=O)(=O)N2CCN(c3ccc(F)cc3)CC2)cc1 | 8% | -11% | -18% | 1% | 2%
19 | N#CCCn1cc(/C=C2\NC(=S)N(c3ccccc3)C2=O)c(-c2ccc(F)cc2)n1 | 0% | -28% | -16% | 19% | -2%
20 | O=C(Nc1ccccc1N1CCOCC1)c1ccc2nc[nH]c2c1 | -27% | 1% | -10% | 0% | 3%

No. | rTrxR1 inhibitor | RXFP1 ag | TrxR1 substrate | RGS4 inhibitor
11 | 24% | -1.2% | 2% | -1%
12 | -2% | 0.9% | -13% | 15%
13 | 0% | 2.0% | -8% | -8%
14 | -10% | 0.5% | -12% | 14%
15 | 13% | -1.9% | 7% | -5%
16 | 9% | -2.1% | -1% | -4%
17 | 1% | 3.6% | -1% | 9%
18 | 17%[57.1 µM] | 13% | 2%[57.1 µM] | -8%
19 | -3%[57.1 µM] | 0.1% | -3%[57.1 µM] | 5%
20 | 33%[57.1 µM] | 0.0% | 7%[57.1 µM] | -23%

Following part
No. | canonical_smiles | Vif-A3G inh | ALOX12 inh | USP1-UAF1 inh | Vif-A3F inh | IDH1 R132H inh
21 | COc1ccc(-n2c(SCC(=O)NCc3cccs3)nc3[nH]ncc3c2=O)cc1 | 1% | -8% | -13% | 0% | -5%
22 | CC(C)(C)OC(=O)N1CCN(C(=O)c2ncn3c2c(=O)[nH]c2ccccc23)CC1 | -8% | 5% | -14% | 0% | 4%
23 | CCOC(=O)/C(=C/c1ccc(F)cc1)NC(C)=O | 1% | -2% | -5% | -3% | 21%
24 | Cc1ccc2sc(NC(=O)CN3C(=O)CCC3=O)nc2c1C | -4% | 11% | -12% | 1% | 2%
25 | Cc1cc(OCC(=O)NC2CC2)c2c(C)cc(=O)oc2c1 | 1% | ? | -25% | -11% | 8%
26 | COc1ccc(CCNC(=O)CN2C(=O)COc3ccccc32)cc1OC | 3% | -27%&0% | 0% | -9% | 1%
27 | COc1ccc(C(C(=O)NC(C)(C)C)N(C(=O)CCC(=O)Nc2cc(C)on2)c2ccc(C)c(C)c2)cc1 (stereo not given) | 0% | -19% | -17% | 3% | -4%
28 | O=C(O)c1ccc(S(=O)(=O)c2ccccc2)cc1 | 0% | -5% | -8% | 4% | 7%
29 | COCCn1c(SCC#N)nnc1-c1ccccc1 | 1% | 2% | 1% | -11% | 1%
30 | Cc1nn(-c2cc(C(F)(F)F)ccn2)c(=O)o1 | 1% | 92%[activator] | -7% | -10% | 0%

No. | rTrxR1 inhibitor | RXFP1 ag | TrxR1 substrate | RGS4 inhibitor
21 | 4% | 0.5% | 1% | 12%
22 | . | . | . | .
23 | 7%[57.1 µM] | 1.7% | 11%[57.1 µM] | 22%
24 | -2% | -1.2% | -6% | 4%
25 | 32% | 3.9% | 12% | 1%
26 | 8%[57.1 µM] | 6.5% | 6%[57.1 µM] | -34%
27 | 22%[57.1 µM] | 2.0% | 6%[57.1 µM] | -19%
28 | 8% | 2.3% | 13% | 1%
29 | 33% | 0.1% | 6% | -14%
30 | 27% | 2.3% | 2% | 15%

Single records, as listed above. Screens in order: Vif-A3G inh | ALOX12 inh | USP1-UAF1 inh | Vif-A3F inh | IDH1 R132H inh | rTrxR1 inhibitor | RXFP1 ag | TrxR1 substrate | RGS4 inhibitor
COc1ccc(-n2c(SCC(=O)NCc3cccs3)nc3[nH]ncc3c2=O)cc1 in the list: 1% | -8% | -13% | 0% | -5% | 4% | 0.5% | 1% | 12%
COc1ccc(C(C(=O)NC(C)(C)C)N(C(=O)CCC(=O)Nc2cc(C)on2)c2ccc(C)c(C)c2)cc1 (stereo not given) in the list: 0% | -19% | -17% | 3% | -4% | 22%[57.1 µM] | 2.0% | 6%[57.1 µM] | -19%
CCOC(=O)/C(=C/c1ccc(F)cc1)NC(C)=O in the list: 1% | -2% | -5% | -3% | 21% | 7%[57.1 µM] | 1.7% | 11%[57.1 µM] | 22%
Cc1cc(OCC(=O)NC2CC2)c2c(C)cc(=O)oc2c1 in the list: 1% | ? | -25% | -11% | 8% | 32% | 3.9% | 12% | 1%

Further compounds
No. | canonical_smiles | Vif-A3G inh | ALOX12 inh | USP1-UAF1 inh | Vif-A3F inh | IDH1 R132H inh
31 | COc1ccc(NC(=O)c2ccccc2C)c(OC)c1 | 1% | 25% | -6% | -2% | 2%
32 | CCc1nnc(NC(=O)C23CC4CC(CC(C4)C2)C3)s1 | 0% | 10% | -2% | 0% | 3%
33 | Cc1ccccc1NC(=O)CCN1CCN(C)CC1 | 2% | -7% | -4% | 7% | 13%
34 | O=C(Nc1cnc2ccccc2c1)N1CCOCC1 | -6% | ? | 3% | -2% | -9%
35 | COc1ccc(OC)c(C(C(=O)NCc2ccco2)N(C(=O)Cn2nnc3ccccc32)C2CC2)c1 (stereo not given) | 0% | 0% | -6% | -12% | 2%
36 | C=CCSc1nc(C)c(CCCC)c(=O)[nH]1 | -4% | 0% | -21% | 9% | -1%
37 | CC(C)(C)c1ccc(N=C2SCC(=O)N2Cc2cccs2)cc1 | -2% | 1% | -11% | -13% | 12%
38 | Cc1ccc(/C=C2\SC(=S)N(CCC(=O)NCCCN3CCOCC3)C2=O)cc1 | 5% | 0% | -6% | -15% | -8%
39 | CCn1cc(CNC(=O)C2CCC(=O)N(Cc3ccccc3F)C2)cn1 (stereo not given) | -8% | -3% | -14% | 2% | 0%

No. | rTrxR1 inhibitor | RXFP1 ag | TrxR1 substrate | RGS4 inhibitor
31 | 3% | -1.8% | 3% | 13%
32 | 21% | 0.1% | -1% | 27%
33 | 6% | 0.4% | -3% | 4%
34 | -10% | 0.1% | 6% | -23%[11.4 µM]
35 | 17% | -0.5% | 3% | 8%
36 | 1%[57.1 µM] | -0.5% | 8%[57.1 µM] | -3%
37 | 14%[57.1 µM] | 0.7% | -4%[57.1 µM] | -9%
38 | 9% | 1.6% | -4% | -4%
39 | 16% | 0.4% | 9% | 4%

Assay outcomes from PubChem.

This is a subset; rates above refer to the full screens.
